PLAP inhibition: PLAP enzyme inhibitors, biochemical, luminescence, HTS (AID 690) | Alkaline phosphatase, placental type (Homo sapiens) | hit rate 0.08% among 96,000 | inhibition, % at 20 µM, or IC50 in µM where a hit was titrated | purified PLAP, luminescent substrate; higher % means a stronger effect; in the data active means a potency from the dose series; inactive means the rest, 99 in 100 with inhibition below about 30%; further: strong numbers were not always called active
IL1B NFkB pot: enhancers of NFkB p65 translocation in HUVEC – imaging, IL-1B stimulus, high-content imaging, primary screen; HUVEC IL-1B NFkB p65 nuclear translocation imaging; activation, % at 2 µM; hit rate 0.3% among 94,000; AID 819, 2007;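 active means activation above 40%, about the mean plus 3 SD, also judged a hit on visual image review; inconclusive means activation above 40% but not a hit on visual review; inactive means activation not above 40% and no visual hit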;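 further: percent activation is computed from the nuclear over cytoplasmic p65 intensity ratio; values of inactives mirror those of a sister screen read the other way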
MRP resist rev: reversal of MRP1-mediated doxorubicin resistance, primary screen, H69AR cells, doxorubicin co-treatment; H69AR cells + 2 uM doxorubicin, CellTiter-Glo, 72 h; differential viability (reversal), % at 10 µM; hit rate 0.04% among 85,000;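 active means viability drop by adding the cancer drug above about 55%, with treated viability meeting a 40% cutoff, limit read from the data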;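 further: viability without doxorubicin minus viability with 2 µM doxorubicin for each compound; larger differential means the compound sensitizes cells more to doxorubicin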
IL1B NFkB inh: inhibitors of IL-1B driven NFkB p65 nuclear import, primary screen, imaging, HUVEC, IL-1B stimulus, high-content imaging. inhibition, % at 2 µM. hit rate 0.43% among 94,000. HUVEC IL-1B NFkB p65 nuclear translocation imaging;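 active means inhibition above about 30% together with a positive call from visual inspection of the well image, limit read from the data; inconclusive means inhibition above a set limit but visual check negative; inactive means inhibition not above a set limit, visual check negative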;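 further: nuclear over cytoplasmic p65 intensity ratio measured by imaging; 0% = IL-1B stimulated DMSO wells and 100% = unstimulated DMSO wells; values of inactives mirror those of a sister screen read the other way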
Bcl-B displacement: displacers of TR3 peptide from Bcl-B, primary screen, selectivity assay for Bfl-1 inhibitor project, biochemical, fluorescence polarization; Bcl-2-like protein 10 (Homo sapiens); FP displacement of FITC-TR3 peptide from Bcl-B; higher % means a stronger effect; one-dose displacement, % at 20 µM; IC50 in µM for titrated hits; hit rate 0.11% among 96,000; AID 748, 2007;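 active means displacement above 50% at 20 µM plus a fluorescence interference ratio under 1.5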;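 further: plate controls were wells without compound for no effect and wells lacking Bcl-B protein for full effect; a part of the inactive calls stands beside numbers as strong as those of hits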
MRP resist rev cytotoxicity: further read-out of MRP resist rev, marked with its call; viability, %; H69AR cells, CellTiter-Glo, 72 h; measured here: cytotoxicity without doxorubicin
MRP resist rev with doxorubicin: recorded beside MRP resist rev, whose call it bears; viability, %; measured here: viability with 2 uM doxorubicin; hits give low values
IL1B NFkB inh cell count 2 µM: also measured in IL1B NFkB inh; calls as there; cell count; measured here: cells passing quality filter;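 raw number of nuclei counted in each imaged well without normalization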
IL1B NFkB pot cell count 2 µM: second read-out of IL1B NFkB pot, no call of its own (marks repeat the call); cell count; measured here: cells passing quality filter
* hit, by the source's call; u = inconclusive; x = not tested or not shown. These rows are one share of the data; count on the stated rates, not on these rows.

SMILES	PLAP inhibition	IL1B NFkB pot	IL1B NFkB pot cell count 2 µM	MRP resist rev	MRP resist rev cytotoxicity	MRP resist rev with doxorubicin	IL1B NFkB inh	IL1B NFkB inh cell count 2 µM	Bcl-B displacement
COc1ccc2[nH]c(C)c(CCN3C(=O)C4CC=CCC4C3=O)c2c1 (stereo not drawn)	-45.6%	-14.2	183	15.9	97.7	81.8	14.2	183	3.4%
Cc1noc(C)c1COC(=O)CN(C)S(=O)(=O)c1ccc(Cl)cc1	1.0%	x	x	-1.4	91.2	92.6	x	x	-2.6%
O=c1c2ccccc2nc2n1C(CSCc1ccccc1)CS2 (stereo not drawn)	-12.5%	2.5	175	x	x	x	-2.5	175	4.0%
COc1cccc(C(=O)COC(=O)C(C)N2C(=O)c3ccccc3C2=O)c1 (stereo not drawn)	7.0%	26.5	87	-2.7	98.9	101.6	-26.5	87	3.4%
COc1cc(OC)c(OC)cc1CN(C)CCc1ccccn1	-9.3%	x	x	-7.8	88.9	96.7	x	x	-16.2%
O=C(CSc1nnnn1C1CCCCC1)Nc1cccc(NC(=O)c2ccco2)c1	25.0%	x	x	17.4	84.1	66.7	x	x	-0.2%
CC(=O)Nc1ccc(S(=O)(=O)c2ccc(N)cc2)cc1	1.0%	3.4	85	11.1	101.5	90.4	-3.4	85	8.0%
CN1CCN(c2ccc([N+](=O)[O-])cc2/C=N/NC(=O)c2ccc(F)cc2)CC1	-53.8%	-30.1	158	x	x	x	30.1*	158*	19.3%
COc1cccc(-c2cc3nc4c(c(N5CCC6(CC5)OCCO6)n3n2)CCCC4)c1	-63.2%	17.1	132	-23.7	54.8	78.5	-17.1	132	-4.3%
CCCc1nc(SCC(=O)N2CCCc3ccccc32)c2c(=O)n(C)c(=O)n(C)c2n1	-36.6%	-7.0	50	x	x	x	7.0	50	-5.4%

Whole records, quoted from the list. Screens in order: PLAP inhibition | IL1B NFkB pot | IL1B NFkB pot cell count 2 µM | MRP resist rev | MRP resist rev cytotoxicity | MRP resist rev with doxorubicin | IL1B NFkB inh | IL1B NFkB inh cell count 2 µM | Bcl-B displacement
CC(=O)Nc1ccc(S(=O)(=O)c2ccc(N)cc2)cc1 in the list: 1.0% | 3.4 | 85 | 11.1 | 101.5 | 90.4 | -3.4 | 85 | 8.0%
Cc1noc(C)c1COC(=O)CN(C)S(=O)(=O)c1ccc(Cl)cc1 in the list: 1.0% | x | x | -1.4 | 91.2 | 92.6 | x | x | -2.6%

(list continues)
SMILES	PLAP inhibition	IL1B NFkB pot	IL1B NFkB pot cell count 2 µM	MRP resist rev	MRP resist rev cytotoxicity	MRP resist rev with doxorubicin	IL1B NFkB inh	IL1B NFkB inh cell count 2 µM	Bcl-B displacement
CNS(=O)(=O)c1ccc(Oc2ccc(S(=O)(=O)NC)cc2)cc1	-38.4%	-2.2	103	6.0	100.9	94.8	2.2	103	-2.2%
Cn1c(SCc2c(Cl)cccc2Cl)nnc1-c1cccs1	15.3%	8.1	137	-9.9	78.6	88.6	-8.1	137	5.3%
CCCC(=O)c1ccc2c(c1)OCCO2	2.0%	3.1	152	6.3	90.5	84.2	-3.1	152	-11.0%
O=C1CC(N2CCN(Cc3ccccc3)CC2)C(=O)N1CCc1ccccc1 (stereo not drawn)	-49.3%	x	x	12.7	99.2	86.5	x	x	-7.2%
O=[N+]([O-])c1nn(-c2ccccc2)n(O)c1=NCc1ccc2c(c1)OCO2	38.0%	13.6	136	x	x	x	-13.6	136	6.5%
COC(=O)c1cc2oc3ccccc3c2n1CC(=O)Nc1ccccc1OC	24.2%	4.1	211	-11.7	51.5	63.2	-4.1	211	6.4%
Cc1oc(C(C)(C)C)cc1C(=O)N1CCCC1C(=O)O (stereo not drawn)	x	12.8	137	6.9	108.0	101.1	-12.8	137	x
CNC(=O)CSc1nnc(-c2cccc(S(=O)(=O)N3CCOCC3)c2)n1-c1ccc(F)cc1	-29.7%	-11.2	149	20.2	84.1	63.9	11.2	149	-2.9%
Cc1cc(NC(=O)c2cnn3c(C(F)(F)F)cc(-c4ccccc4)nc23)no1	-28.9%	-4.5	140	-12.2	37.9	50.1	4.5	140	-7.3%
CC(C)CC(=O)Nc1nc(=S)ss1	-3.3%	10.7	166	-3.3	99.8	103.1	-10.7	166	-4.0%
O=C(Nc1nc(=O)c2ccccc2s1)c1ccccc1	24.3%	-8.2	110	13.8	77.7	63.9	8.2	110	-8.3%
Cc1ccc(NS(=O)(=O)c2cc(C(=O)NCCSc3ccc(C)cc3)ccc2C)cc1	-20.9%	-4.6	137	x	x	x	4.6	137	-1.9%
Cc1ccc(SCC(=O)Nc2ccc(N3CCN(c4ccccc4)CC3)c(F)c2)cc1	3.6%	2.8	166	x	x	x	-2.8	166	-0.4%
O=C(c1ccc(Br)o1)N1CCN(c2ccc(F)cc2)CC1	25.7%	-13.2	147	11.1	98.0	86.9	13.2	147	0.8%
CCOC(=O)N1CCN(CC(O)COCc2ccc(Cl)cc2)CC1 (stereo not drawn)	-79.1%	2.6	137	6.1	112.2	106.1	-2.6	137	2.8%
Cc1occc1-c1nnc(SCC(=O)NC(C)(C)C)n1C(C)c1ccccc1 (stereo not drawn)	-58.6%	-5.1	74	7.1	93.9	86.8	5.1	74	-6.7%
O=C(O)c1ccc2c(c1)C(=O)N(CCC1=CCCCC1)C2=O	-11.7%	x	x	-0.8	93.5	94.3	x	x	3.1%
CCCC(C(=O)O)N1C(=O)/C(=C2\C(=O)N(C)c3ccccc32)SC1=S (stereo not drawn)	-14.1%	x	x	5.8	93.5	87.7	x	x	-9.9%
COc1ccc(NC(=O)c2ccccc2F)cc1Cl	11.1%	13.3	167	11.6	93.5	81.9	-13.3	167	16.4%
c1ccc2c(Cn3ccnc3)c[nH]c2c1	10.4%	9.8	118	1.6	93.5	91.8	-9.8	118	-6.8%
O=C(COc1ccccc1)N1CCN(c2ncnc3c2cnn3-c2ccccc2)CC1	-59.7%	2.9	136	14.1	40.0	25.9	-2.9	136	-21.3%
OC(CSc1c(Cl)cccc1Cl)CN1CCN(c2ccccc2F)CC1 (stereo not drawn)	-16.4%	-11.1	173	x	x	x	11.1	173	0.0%
O=C(OCn1ncc(Cl)c(Cl)c1=O)c1cccc(C(F)(F)F)c1	9.0%	-26.2	165	x	x	x	26.2	165	5.3%
CC(C)Cc1ccc(S(=O)(=O)N2CCOCC2)cc1	7.1%	15.5	181	17.4	101.0	83.6	-15.5	181	-4.2%
O=C(NC1CCCC1)C(c1ccncc1)N(Cc1cccs1)C(=O)c1csnn1 (stereo not drawn)	-11.3%	-4.0	171	-7.6	81.0	88.6	4.0	171	-12.3%
N#CCCCSc1ncccc1-c1nc2ccccc2[nH]1	x	3.9	88	3.6	95.6	92.0	-3.9	88	-3.5%
CC(=O)c1cccc(NC(=O)CN(Cc2ccccc2)S(C)(=O)=O)c1	-4.4%	21.6	176	-9.4	70.2	79.5	-21.6	176	-8.3%
COc1ccc(NC(=O)CSc2nccc(C)n2)cc1	13.2%	9.6	93	-4.5	81.7	86.2	-9.6	93	-0.8%
Cc1nc(-c2ccccc2O)n(S(=O)(=O)N(C)C)n1	13.4%	18.8	123	-8.0	69.8	77.8	-18.8	123	2.1%
CCC(C)n1c(-c2ccco2)nc2nc3ccccc3nc21 (stereo not drawn)	6.3%	-1.6	168	-19.6	50.9	70.5	1.6	168	2.2%
COc1cccc(C2CC(c3ccc(Cl)cc3Cl)n3nc(N)nc3N2)c1 (stereo not drawn)	-47.2%	x	x	16.1	106.4	90.3	x	x	-8.9%
COc1ccc(C2=NOC(Cn3c(Cc4ccc(Cl)cc4)nc4c3c(=O)n(C)c(=O)n4C)C2)cc1 (stereo not drawn)	-59.9%	-5.8	89	-13.0	64.5	77.5	5.8	89	-23.3%
Cc1c(Br)cc(C(=O)NC2CCCCC2)c(C)c1C	-0.6%	-21.1	119	1.6	87.9	86.4	21.1	119	-5.8%
COCc1cc(C)nc(OCC(=O)N/N=C/c2ccc(-c3cccc([N+](=O)[O-])c3)o2)c1C#N	-6.0%	3.0	183	x	x	x	-3.0	183	-11.4%
Cc1ccc(/C=N/n2cnc3sc4c(c3c2=O)CCCC4)o1	-19.0%	x	x	-6.5	94.1	100.6	x	x	-6.4%
CC(=O)c1cc(C)ccc1OC(=O)c1cccc2nc(C)oc12	9.9%	-0.5	127	x	x	x	0.5	127	-3.7%
Cc1nc2sc(C(c3cccc(F)c3)N3CCN(C(=O)c4ccco4)CC3)c(O)n2n1 (stereo not drawn)	-49.5%	7.3	138	-11.6	79.0	90.6	-7.3	138	10.1%
O=C(Nc1ccc2c(c1)OCCO2)NC1(C(F)(F)F)Oc2ccccc2O1	5.3%	-12.9	178	-25.6	40.0	65.6	12.9	178	-5.4%
COc1ccc(OC)c(N(CC(N)=O)S(=O)(=O)c2ccc(OC)c(OC)c2)c1	9.3%	28.8	189	24.6	110.3	85.7	-28.8	189	-11.9%
CC1=CCC(C(=O)O)(C(=O)N/N=C/c2cccs2)C(c2ccc([N+](=O)[O-])cc2)C1 (stereo not drawn)	-27.2%	3.8	65	-2.5	103.2	105.7	-3.8	65	9.4%
COCCCNC(=O)C1CCCCN1S(=O)(=O)c1ccc(F)cc1 (stereo not drawn)	-11.0%	-3.5	123	8.2	87.4	79.1	3.5	123	-7.5%
CCc1nc2sc3c(c2c(=O)n1NC(=O)CCl)CCCC3	10.5%	1.3	103	-12.7	11.8	24.4	-1.3	103	-2.7%
CS(=O)(=O)N(CC(=O)Nc1ccc2c(c1)OCO2)Cc1ccccc1	5.0%	5.5	103	14.9	98.5	83.7	-5.5	103	5.9%
CCc1cccc(CC)c1NC(=O)C1SC(=Nc2ccccc2C)C(c2nc3ccccc3s2)=C1N (stereo not drawn)	-21.0%	12.8	185	x	x	x	-12.8	185	-65.1%
O=C1CC(=O)N(CCc2ccccc2)C(=O)N1CCc1ccccc1	-62.9%	-4.8	166	4.9	89.6	84.7	4.8	166	-13.5%
CCc1nn(CCCC(=O)N2CCc3ccccc3C2)c(=O)c2cc3occc3n12	-68.9%	x	x	x	x	x	x	x	21.2%
CC(C)(C)n1nnnc1CN1CCC(NC(=O)NC2CCCCC2)CC1	-11.5%	15.4	149	1.9	93.1	91.2	-15.4	149	-1.6%
Cc1ccc(SC(C)C(=O)Nc2ncn[nH]2)cc1 (stereo not drawn)	-106.3%	32.0	98	18.2	99.4	81.3	-32.0	98	-14.1%
COC(=O)C1=C(C)N(CC(C)C)C(=O)C1	-50.4%	u	x	-10.8	66.4	77.2	-45.4	63	3.2%
Cn1c(=O)c2c(nc(NCCc3ccccc3)n2Cc2ccccc2)n(C)c1=O	20.9%	6.4	110	0.6	78.5	78.0	-6.4	110	-4.0%
CCCC(=O)Nc1cc(C)c(NC(=O)c2ccccn2)cn1	-33.3%	u	x	-11.8	92.4	104.2	-40.4	138	3.1%
CC(NC(=O)Cc1cccs1)C(c1cccs1)N1CCN(c2ccccc2F)CC1 (stereo not drawn)	5.7%	-2.8	130	2.9	102.4	99.5	2.8	130	-38.2%

An excerpt from above in order of their number in Bcl-B displacement, high to low:
Structure	PLAP inhibition	IL1B NFkB pot	IL1B NFkB pot cell count 2 µM	Bcl-B displacement
CCc1nn(CCCC(=O)N2CCc3ccccc3C2)c(=O)c2cc3occc3n12	-68.9%	x	x	21.2%
CS(=O)(=O)N(CC(=O)Nc1ccc2c(c1)OCO2)Cc1ccccc1	5.0%	5.5	103	5.9%
CC(C)(C)n1nnnc1CN1CCC(NC(=O)NC2CCCCC2)CC1	-11.5%	15.4	149	-1.6%
CCc1nc2sc3c(c2c(=O)n1NC(=O)CCl)CCCC3	10.5%	1.3	103	-2.7%
CC(NC(=O)Cc1cccs1)C(c1cccs1)N1CCN(c2ccccc2F)CC1 (stereo not drawn)	5.7%	-2.8	130	-38.2%
CCc1cccc(CC)c1NC(=O)C1SC(=Nc2ccccc2C)C(c2nc3ccccc3s2)=C1N (stereo not drawn)	-21.0%	12.8	185	-65.1%

Source: PubChem BioAssay (several laboratories)
